Source: PubChem
BL2 CD40 inh: CD40 pathway inhibition in BL2 cells. BL2 NF-kB luciferase reporter, CD40L-induced, 4 h. inhibition, % at 10 µM. 0.94% of 83,000 active. AID 1053188;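 active means mean inhibition of at least 50% with a set share of replicates also reaching that level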;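 further: 0% = neutral control wells and 100% = IKK inhibitor VII at 50 µM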
Starred values were filed as active, the others as inactive; & = joins results of further samples; [ ] = remark or other dose.

The first seven entries, to show the layout:
SMILES | BL2 CD40 inh
COc1cccc(-c2ccc(C3[C@H]4CNC[C@@H]3N4S(=O)(=O)Cc3ccccc3)cc2)c1 (stereo partly drawn) | -5
CCC(C)NC(=O)Cn1c(=O)sc2ccccc21 (stereo not drawn) | 11
O=S(=O)(c1cccs1)N1CCC2(CC1)OCCO2 | 7
CC(C)c1ccc(N(CC(=O)NCC2CCCO2)C(=O)Cn2nnc(-c3cccs3)n2)cc1 (stereo not drawn) | 11
c1ccc2c(c1)nc(N1CCOCC1)c1nncn12 | 7
CCN(C[C@@H]1[C@@H](c2ccccc2)[C@H](CO)N1S(C)(=O)=O)C(=O)C1CCC1 | -2
O=C(C[C@@H]1C[C@@H]2c3cc(NC(=O)c4ccc5c(c4)OCO5)ccc3O[C@@H]2[C@H](CO)O1)NCC(F)(F)F | -1[25 µM]

The whole of this part, from the first entry:
SMILES | BL2 CD40 inh
COc1cccc(-c2ccc(C3[C@H]4CNC[C@@H]3N4S(=O)(=O)Cc3ccccc3)cc2)c1 (stereo partly drawn) | -5
CCC(C)NC(=O)Cn1c(=O)sc2ccccc21 (stereo not drawn) | 11
O=S(=O)(c1cccs1)N1CCC2(CC1)OCCO2 | 7
CC(C)c1ccc(N(CC(=O)NCC2CCCO2)C(=O)Cn2nnc(-c3cccs3)n2)cc1 (stereo not drawn) | 11
c1ccc2c(c1)nc(N1CCOCC1)c1nncn12 | 7
CCN(C[C@@H]1[C@@H](c2ccccc2)[C@H](CO)N1S(C)(=O)=O)C(=O)C1CCC1 | -2
O=C(C[C@@H]1C[C@@H]2c3cc(NC(=O)c4ccc5c(c4)OCO5)ccc3O[C@@H]2[C@H](CO)O1)NCC(F)(F)F | -1[25 µM]
CSc1nc2ccc(NC(=O)c3c(F)cccc3F)cc2s1 | -90
O=C(c1cccc2ccccc12)C1CCCN(C(=O)C2CCOCC2)C1 (stereo not drawn) | 3
Cc1ccsc1/C=N/N=C1\C(=O)Nc2ccccc21 | -65

Next section, starting with the last 3 of the part before.
SMILES | BL2 CD40 inh
CSc1nc2ccc(NC(=O)c3c(F)cccc3F)cc2s1 | -90
O=C(c1cccc2ccccc12)C1CCCN(C(=O)C2CCOCC2)C1 (stereo not drawn) | 3
Cc1ccsc1/C=N/N=C1\C(=O)Nc2ccccc21 | -65
COc1ccc(NS(=O)(=O)c2cccc(C(=O)N/N=C(\C)c3cccnc3)c2)cc1 | 3
COc1ccc(COc2ccccc2C(=O)NCc2ccccc2)cc1F | 14
O=C(CN1C(=O)NC2(CCCCC2)C1=O)Nc1ccc2c(c1)CCC2 | 18
COc1cccc(NC(=O)N(C)C[C@@H]2Oc3cc(-c4ccccc4OC)ccc3S(=O)(=O)N([C@H](C)CO)C[C@H]2C)c1 | -2[25 µM]
O=C(Cn1c(=O)n2ncnc2c2c3c(sc21)CCCC3)c1ccccc1 | 9
CC(=O)N1CCN(C(=S)NC(=O)C23CC4CC(CC(C4)C2)C3)CC1 | 4
COC(=O)CCn1c(C)cc(C(=O)COc2ccccc2C(N)=O)c1C | 36
O=C(C[C@@H]1CC[C@@H]2[C@H](COC[C@@H](O)CN2Cc2ccc3c(c2)OCO3)O1)N1CCCCC1 | 2[25 µM]
CCN(CC(=O)Nc1c(C(=O)OC)[nH]c2ccccc12)c1ccc2c(c1)OCO2 | 1
Cc1noc(NC(=O)c2c(-c3c(Cl)cccc3Cl)noc2C)c1[N+](=O)[O-] | 4
CC1(C(=O)NS(=O)(=O)c2ccc(C#N)cc2)CCN1C(=O)Cc1cc(F)ccc1F (stereo not drawn) | 2
O=S(=O)(c1cccs1)N1CCCCN2[C@H](C1)[C@@H](c1ccc(Br)cc1)[C@@H]2CO | 2[25 µM]
O=C(CC1C(=O)NCCN1Cc1ccc(F)cc1)NCCCn1cccn1 (stereo not drawn) | 6
COc1ccccc1C(C)NC(=O)C1CCN(S(=O)(=O)c2cccs2)CC1 (stereo not drawn) | 8
Cc1cc(C)c(NC(=O)CSc2nc(=O)n(CCN3CCOCC3)c3c2CCCC3)c(C)c1 | -5
COc1ccccc1Nc1ccc(C(=O)O)cc1[N+](=O)[O-] | 3
CCOC(=O)C1(Cc2cccc(F)c2)CCN(CC2CC2)CC1 | 4
CC(=O)N1[C@@H]2Cn3c(cccc3=O)[C@H]1[C@@H](C(=O)N1CCc3ccccc3C1)[C@@H]2CO | 7[25 µM]
CN1CCC(N(C)C(=O)/C(C#N)=C\c2ccc(OC(F)F)cc2)CC1 | 26
Cc1ccccc1S(=O)(=O)N1CC[C@@H]2[C@@H](CO)N(C)c3ccc(-c4cccc(F)c4)cc3[C@@H]21 | 11[25 µM]

Sorted by molar mass (smallest number first): 3 of the compounds above
SMILES | BL2 CD40 inh
CN1CCC(N(C)C(=O)/C(C#N)=C\c2ccc(OC(F)F)cc2)CC1 | 26
CC(=O)N1[C@@H]2Cn3c(cccc3=O)[C@H]1[C@@H](C(=O)N1CCc3ccccc3C1)[C@@H]2CO | 7[25 µM]
CC1(C(=O)NS(=O)(=O)c2ccc(C#N)cc2)CCN1C(=O)Cc1cc(F)ccc1F (stereo not drawn) | 2

The list goes on:
SMILES | BL2 CD40 inh
COc1ccc(S(=O)(=O)N2CCC(N3CCCC3)CC2)cc1 | 17
CCOCCCNc1nc2ccccc2[nH]1 | -4
Cc1ccc(F)c(S(=O)(=O)NC(=O)C2(C)CCN2C(=O)Cc2cccc3ccccc23)c1 (stereo not drawn) | 9
Cc1ccc(CSc2ncnc3onc(C)c23)cc1 | -8
CCN(CC)c1ccc(C(=O)OCC(=O)Nc2sccc2C#N)cc1 | -101
O=C(Nc1ccccc1F)N[C@@H]1CC[C@H](CCNC(=O)C2CC2)O[C@@H]1CO | -9[25 µM]
c1ccc(Cn2ccnc2C2OCCO2)cc1 | 7
CCCC(C)NS(=O)(=O)c1ccc(OC)c(C)c1 (stereo not drawn) | 20
Cc1cccc(CNC(=O)CC2C(=O)NCCN2C2CCCC2)c1 (stereo not drawn) | 5
Cc1cc2c(cc1C)NC(CC(=O)NCc1ccccc1)C(=O)N2 (stereo not drawn) | -84
O=C(C[C@@H]1C=C[C@H](NC(=O)C2CCOCC2)[C@@H](CO)O1)NCCc1cscn1 | -1[25 µM]
COc1ccc(NC(=O)CSc2nnc(C)n2N)cc1S(=O)(=O)N1CCCCC1 | 16
CC(C)n1cc(CN2CCN(CCc3ccccc3)C(CCO)C2)cn1 (stereo not drawn) | 10
COc1cccc(NC(=O)N2C[C@H](O)COC[C@@H]3O[C@H](CC(=O)N(C)C)CC[C@H]32)c1 | -19[25 µM]
O=C(Nn1cnnc1)c1csc2ccccc12 | 2
CC(C)CN(C(=O)Cn1c(C(F)(F)F)nc2ccccc21)c1c(N)n(Cc2ccccc2)c(=O)[nH]c1=O | 8
O=C(CN1CCN(S(=O)(=O)c2ccccc2F)CC1)N1CCc2ccccc2C1 | -16
CC(=O)Nc1ccc(Sc2ccccc2C(=O)N2CCCC2)cn1 | 9
O=C(C1CCC1)N1CC2(C1)[C@H](c1ccccc1)[C@@H](CO)N2Cc1nccs1 | 16[25 µM]
CCCNC(=O)Nc1ccc2c(c1)OC[C@H](C)N(S(C)(=O)=O)C[C@@H](C)[C@H](OC)CN(C)C2=O | 6[25 µM]
CCOc1ccccc1NC(=O)[C@@H](NC(=O)c1cccc(S(=O)(=O)N2CCOCC2)c1)C(C)C | 6
Cc1onc(-c2c(F)cccc2Cl)c1C(=O)Nc1cccc(Cn2cccn2)c1 | 5
O=C1CCC(=O)N1CCC(c1ccc(F)cc1)c1ccco1 (stereo not drawn) | 6
CCOc1ccccc1-c1nc2c([nH]1)c(=O)n(C)c(=O)n2C | 8
O=C(Nc1cc2c3c(c1)CC(=O)N3CCC2)C1CC1 | 7
O=C(COC(=O)c1cc(S(=O)(=O)N2CCCCC2)ccc1N1CCOCC1)c1ccc(F)cc1 | 1
Cc1ccc(C)c(OCC(=O)NCCN(C)C)c1 | 7
Nc1c(C(=O)Nc2ccc3c(c2)OCCO3)nnn1Cc1cccc(F)c1 | -43
O=C(CN(CCc1ccccc1)S(=O)(=O)c1ccc(Cl)cc1)N/N=C/c1ccccc1C(=O)O | 10
O=C(COC(=O)c1cccs1)NC12CC3CC(CC(C3)C1)C2 | -23
COC(=O)N(C)C[C@H]1OCc2ccccc2-c2ccccc2C(=O)N([C@H](C)CO)C[C@H]1C | 16
C[C@@H]1CCCCO[C@H](CN(C)S(=O)(=O)c2ccccc2)[C@H](C)CN([C@@H](C)CO)C(=O)c2cc(NS(=O)(=O)c3ccc(Cl)cc3)ccc2O1 | 1
O=C(COC(=O)Cc1ccccc1F)NNC(=O)c1ccc([N+](=O)[O-])cc1 | -1
O=S(=O)(Nc1cccc(Oc2cnccn2)c1)c1ccc(F)cc1 | 21
CS(=O)(=O)N1[C@H](CO)[C@H](c2ccccc2)C12CN(C(=O)c1ccccc1F)C2 | -15[25 µM]
CCCCCC(=O)c1ccc(O)cc1O | -33
CCCCN(C(=O)c1ccc(N2CCCC2=O)cc1)c1c(N)n(Cc2ccccc2)c(=O)[nH]c1=O | 34
COc1ccccc1-c1ccc2c(c1)C(C)(Cc1ccc(OC(F)(F)F)cc1)C(=O)N2 (stereo not drawn) | 14
COc1ccc(S(=O)(=O)Nc2ccc3c(c2)C(=O)N([C@H](C)CO)C[C@@H](C)[C@@H](CN(C)S(=O)(=O)c2ccc(Cl)cc2)OCCCC[C@H](C)O3)cc1 | 24[25 µM]
CC(C)(C)[S@@](=O)N1Cc2cc(C(=O)NCc3ccc4c(c3)OCO4)nc(-c3cccc(-c4ccccc4)c3)c2[C@H]1CCO | -13
C[C@@H]1CCCCO[C@@H](CN(C)C(=O)Nc2cccc3ccccc23)[C@H](C)CN([C@H](C)CO)C(=O)c2cc(NC(=O)CCC(F)(F)F)ccc2O1 | 40[25 µM]
O=C(COC(=O)c1ccccc1O)Nc1cccc2ccccc12 | -1
CN(CC(=O)Nc1sccc1C#N)Cc1ccccc1 | 6
COC(=O)[C@H]1[C@H]2C[C@@H]3c4[nH]c5cc(OC)ccc5c4CCN3C[C@H]2C[C@@H](OC(=O)c2ccc(N)cc2)[C@@H]1OC | 0
CCOc1ccc(S(=O)(=O)N2CCN(C3CC(=O)N(c4cccc(C(C)=O)c4)C3=O)CC2)cc1 (stereo not drawn) | 7
Cc1ccnc(NC(=O)CC(NC(=O)c2ccccc2Cl)c2ccccc2)c1 (stereo not drawn) | -49
Cc1cc(C(=O)CN2C(=O)NC3(CCCCC3)C2=O)c(C)n1-c1ccc2c(c1)OCO2 | 6
O=C(Cc1ccccc1)Nc1ccccc1Sc1ccccc1 | 0
COc1ccccc1NC(=O)COc1coc(CN2CCN(c3ccccc3)CC2)cc1=O | -8
O=C(NCCc1ccccc1)c1ncn[nH]1 | -8
Other entries follow.
SMILES | BL2 CD40 inh
CC1(C)c2ccccc2N2CC(=O)N(CC(N)=O)C21C (stereo not drawn) | 12
O=[N+]([O-])c1c(NCCCO)cc(SCc2ccco2)c2nonc12 | 28
O=[N+]([O-])c1ccc(N2CCN(Cc3ccccc3)CC2)c(S(=O)(=O)N2CCOCC2)c1 | 0
COCCCNS(=O)(=O)c1ccc(C)cc1 | 8
O=C1CC(N2CCN(c3ccccc3)CC2)C(=O)N1c1ccc2c(c1)OCO2 (stereo not drawn) | -1
Cn1c(SCc2ccccc2)nnc1-c1c[nH]c2ccccc12 | -76
COc1cccc(Cn2c3ccc(NC(=O)CCc4ccc(F)cc4)cc3c(=O)n2C)c1 | 2
CC(=O)N1CCN(Cc2nc3cc(NC(=O)c4cccs4)ccc3n2C)CC1 | -8
O=C(CN1CCOCC1)N1CC(=O)N2[C@H](CO)[C@@H](c3ccc(-c4cccc(F)c4)cc3)[C@@H]2C1 | 0[25 µM]
COc1ccc(C(=O)N/C(=C\c2cccc3ccccc23)C(=O)N2CCN(C)CC2)cc1 | -12
O=C(Nc1ccc(-c2ccc(N3CCCCC3)nn2)cc1)c1ccco1 | -83
Cc1c(-c2cc(C(=O)O)on2)cnn1C | 0
C[C@H](CO)N1C[C@H](C)[C@@H](CN(C)C(=O)c2ccc(F)cc2)OCc2ccccc2-c2ccccc2C1=O | -9[25 µM]
CCCCn1c(N)c(N(CCOC)C(=O)c2cc(S(=O)(=O)N3CCOCC3)ccc2Cl)c(=O)[nH]c1=O | 4
COc1ccc(NC(=O)NC(C(F)(F)F)C(F)(F)F)cc1 | 9
C/C=C/c1ccc(C2[C@H]3CNC[C@@H]2N3S(=O)(=O)c2cccc(OC)c2)cc1 (stereo partly drawn) | -3&2
CCOC(=O)c1c[nH]c2ccc([N+](=O)[O-])cc12 | -25
Cc1nn2cnc3sc4c(c3c2nc1=O)CCCC4 | -1
Cc1csc(NC(=O)C2CCCN2C(=O)Oc2ccccc2)n1 (stereo not drawn) | 3
CN(C)C(=O)c1ccc(-c2ccc(C3[C@@H]4CN(C(=O)Nc5ccccc5)C[C@H]3N4)cc2)cc1 (stereo partly drawn) | 8[25 µM]
COCc1cn(CC[C@H]2CC[C@@H](NC(=O)Nc3c(C)noc3C)[C@H](CO)O2)nn1 | 2[25 µM]
OC(COc1ccc2ccccc2c1)Cn1cncn1 (stereo not drawn) | -12
COCc1cccc(-c2csc(C(O)c3ccc(OC)cc3)n2)c1 (stereo not drawn) | -8
Cc1nnc(SCCCn2c(N3CCCCC3)nc3c2c(=O)[nH]c(=O)n3C)s1 | 25
O=C(Nc1ccccc1)C1CCN(C(=O)c2ccccc2)CC1 | 10
CCCC#Cc1ccc([C@H]2[C@@H](CO)N(C(C)=O)[C@@H]2CNC(=O)C2CCCC2)cc1 | 1
CC=Cc1ccc2n(c1=O)C[C@H]1[C@H](CO)[C@@H](C(=O)NCc3ccc4c(c3)OCO4)[C@@H]2N1C(=O)COC (mixture of isomers) | 2[25 µM]
CCCCS(=O)(=O)Nc1ccc2ncn(C)c(=O)c2c1 | 10

A portion of the library. The share of hits here may be higher or lower than overall.
